EPAC1 antag = qHTS for Antagonist of cAMP-regulated guanine nucleotide exchange factor 3 (EPAC1): primary screen; Potency, µM (titrated, usually from 115 µM), for inactives: at the top dose activity change, negative = inhibition, most hits filed as inhibitors; Rap guanine nucleotide exchange factor 3 (Homo sapiens), O95398; 360,000 tested, 0.14% active; EPAC1 GEF assay, Rap1b-BODIPY-GDP exchange fluorescence; AID 720709, 2013;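 further: potency means the concentration at half of the fitted maximal effect; plate controls were vehicle for no effect and positive control for full effect; nearly all actives have a fitted effect of over 50% in size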
EPAC2 ag = qHTS for Agonist of cAMP-regulated guanine nucleotide exchange factor 4 (EPAC2): primary screen. EPAC2 activation, biochemical qHTS; response scale: 100% = 6.5 mM cAMP response. Potency, µM (highest dose often 154 µM), for the others: at the highest dose activation, usual class: activators. 360,000 tested, 0.079% active. Rap guanine nucleotide exchange factor 4 (Homo sapiens), Q8WZA2; further: potency means the concentration at half of the fitted maximal effect; nearly all actives have a fitted effect of over 50% in size
Target sequence (Q8WZA2 whole entry, looked up): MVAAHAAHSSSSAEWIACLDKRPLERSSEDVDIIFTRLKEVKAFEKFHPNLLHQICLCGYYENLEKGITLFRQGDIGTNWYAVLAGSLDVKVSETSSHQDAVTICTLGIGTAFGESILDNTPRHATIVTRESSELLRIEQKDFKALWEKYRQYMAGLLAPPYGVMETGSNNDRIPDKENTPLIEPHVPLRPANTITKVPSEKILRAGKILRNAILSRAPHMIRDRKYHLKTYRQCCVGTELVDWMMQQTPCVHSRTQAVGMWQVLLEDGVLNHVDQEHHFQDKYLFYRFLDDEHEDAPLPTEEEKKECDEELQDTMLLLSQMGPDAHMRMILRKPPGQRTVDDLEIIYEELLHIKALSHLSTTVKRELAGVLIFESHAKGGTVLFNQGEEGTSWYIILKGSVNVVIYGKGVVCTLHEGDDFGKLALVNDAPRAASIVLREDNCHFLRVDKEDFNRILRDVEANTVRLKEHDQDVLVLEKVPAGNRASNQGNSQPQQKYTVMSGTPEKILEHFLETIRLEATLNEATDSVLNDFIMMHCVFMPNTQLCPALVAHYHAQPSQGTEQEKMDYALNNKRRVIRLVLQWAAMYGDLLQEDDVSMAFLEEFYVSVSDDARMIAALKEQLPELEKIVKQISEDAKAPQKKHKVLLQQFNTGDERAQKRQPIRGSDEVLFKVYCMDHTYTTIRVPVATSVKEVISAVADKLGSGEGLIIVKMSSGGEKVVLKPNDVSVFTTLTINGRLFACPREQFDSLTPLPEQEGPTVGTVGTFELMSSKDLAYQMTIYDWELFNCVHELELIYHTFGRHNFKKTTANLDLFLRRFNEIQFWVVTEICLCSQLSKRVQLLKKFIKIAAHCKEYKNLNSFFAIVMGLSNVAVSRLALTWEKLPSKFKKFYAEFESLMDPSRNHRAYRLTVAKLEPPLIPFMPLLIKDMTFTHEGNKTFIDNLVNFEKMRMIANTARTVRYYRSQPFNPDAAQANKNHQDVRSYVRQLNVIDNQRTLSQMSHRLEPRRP
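Setup: EPAC2 100 nM, labeled Rap1B complex 250 nM, free GDP 50 uM. Compound titrations pinned in, brief spin, 5 min room temperature incubation. Kinetic fluorescence read over 30 min, normalized to 6.5 mM cAMP.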
WRN helicase inh = qHTS for Inhibitors of WRN Helicase | Potency, µM (top dose mostly 114 µM), inactives show at the top dose activity change, negative = inhibition, most hits filed as inhibitors | WRN helicase unwinding, fluorescent forked duplex, kinetic | Bifunctional 3'-5' exonuclease/ATP-dependent helicase WRN (Homo sapiens), Q14191 | 360,000 tested, 0.46% active | AID 651768, 2012; further: potency means the concentration at half of the fitted maximal effect; on the % scale 0 is the no-effect control and ±100 the full control effect; nearly all actives have a fitted effect of over 55% in size
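Enzyme (20 nM final) and test compound sit together 15 min at room temperature before substrate addition. Substrate is a single-forked duplex oligonucleotide (100 nM) labelled with fluorophore and quencher, with 2 mM ATP; helicase unwinding raises red fluorescence, read kinetically.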
EPAC1 agonist = qHTS for Agonist of cAMP-regulated guanine nucleotide exchange factor 3 (EPAC1): primary screen. Rap guanine nucleotide exchange factor 3 (Homo sapiens), O95398. EPAC1 agonist qHTS, biochemical assay; response scale: 100% = response to 6.5 mM cAMP. Potency, µM (series often up to 154 µM), for inactives: at the highest dose activation, most hits filed as activators. 360,000 tested, 0.073% active; further: potency means the concentration at half of the fitted maximal effect; nearly all actives have a fitted effect of over 60% in size
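Normalized to 6.5 mM cAMP, activity reflects EPAC1-catalysed release of BODIPY-GDP from Rap1B, followed kinetically over 30 min at 480 nm excitation, 540 nm emission. Reaction contained 100 nM EPAC1, 250 nM Rap1B-BODIPY-GDP, 50 uM GDP.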
PI5P4Ka inh = qHTS for Inhibitors of phosphatidylinositol 5-phosphate 4-kinase (PI5P4K); Phosphatidylinositol 5-phosphate 4-kinase type-2 alpha (Homo sapiens), P48426; PI5P4Kalpha enzyme, ADP-Glo luminescence, 60 min; hits give low values; max response, %; 330,000 tested, 1.2% active; AID 652105, 2013; active means max response of -50% or lower; inconclusive means between -30% and -50%; inactive means -30% or higher; further: value at the top dose of about 77 µM; on the % scale 0 is the no-effect control and ±100 the full control effect
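Controls without substrate or without enzyme flank wells where PI5P4Kalpha converts substrate using 5 microM ATP (final). Incubation lasts 60 minutes at room temperature; ADP formed is read by ADP-Glo luminescence.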
IL2 activator = qHTS of IL-2 Activators | IL-2 activation reporter assay, cell-based qHTS; stimulated with anti-CD3/CD4/CD28 beads; in transgenic mouse T cells | activation, % (series mostly up to about 46 µM) | 360,000 tested, 0.065% active; in the data active means activation above about 50%; inconclusive means mostly about 30% to 49%; further: 0% is about no effect
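Using fluorescent plate cytometry, EGFP and DsRed are detected in transgenic mouse T cells stimulated 18 h at 37 degrees C with antibody-coated beads after 60 min compound pretreatment.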
PLK1 PBD inh = qHTS for Inhibitors of PLK1-PDB (polo-like kinase 1 - polo-box domain): Primary Screen; AID 720504, 2013; 360,000 tested, 2.8% active; Plk1 PBD binding of FITC phosphopeptide, fluorescence polarization; Potency, µM, for the others: max response, negative = inhibition, most hits filed as inhibitors; further: potency means the concentration at half of the fitted maximal effect; series mostly up to about 57 µM; on the % scale 0 is the no-effect control and ±100 the full control effect; nearly all actives have a fitted effect of over 65% in size
CCT chaperon mod = High-Throughput Screening for Modulators of Cytosolic Chaperonin Activity; activity change, % (no concentration beside the values), hits read low; purified chaperonin ATPase assay, HTRF ADP detection, 30 min; 360,000 tested, 0.3% active; in the data active means activity change below about -30%; further: on the % scale 0 is the no-effect control and ±100 the full control effect
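ATPase activity: ADP formed was measured by HTRF Transcreener (665/615 nm ratio) after 30 min at 37 deg C with 10 uM ATP. Compounds screened at one 76 uM concentration against 40 or 20 nM TRiC in Tris pH 7.4/KCl/MgCl2/DTT buffer.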
* hit, by the source's call; u = inconclusive; x = not tested or not shown; [ ] = another dose, or the depositor's remark. Unless noted, the call rests on the fitted dose curve; in most records, active means well fitted curve in the direction sought with a large enough effect; inconclusive means small, poorly fitted or top-dose-only effect, or another doubt; inactive means no such curve, though single readings can be large; an effect the other way counts as inactive or inconclusive. These rows are one share of the data, so the mix of outcomes need not match the whole.

SMILES	EPAC1 antag	EPAC2 ag	WRN helicase inh	EPAC1 agonist	PI5P4Ka inh	IL2 activator	PLK1 PBD inh	CCT chaperon mod
CN(C)c1cc[n+](CC(=O)N2CCCc3ccccc32)cc1	-9%	9%	-3%	2%	3	-2.1	-11%	0.1
COc1ccc(CNC(=O)C(=O)N2CCC3(CC2)OCCN3S(=O)(=O)c2ccc(C)cc2)cc1	-5%	6%	-12%	-12%	3	-0.3	-7%	2.9
COc1ccc(N=C2NC(=O)CS2)c([N+](=O)[O-])c1	6%	-4%	9%	-5%	-1	1.1	27µM*	-0.5
Cc1ccc(NC(=O)OC(C)N2CCCCC2)cc1NC(=O)OC(C)N1CCCCC1 (stereo unspecified)	12%	9%	5%	4%	10	-0.3	-3%	-3.3
c1ccc(COn2c(-c3ccccc3)nc3c2CCc2nonc2-3)cc1	-15%	3%	-15%	0%	0	-1.5	u	-1.8
COc1ccc(NC(=O)NCCCN2CCN(c3cc(C)ccc3C)CC2)cc1	7%	12%	3%	-1%	-4	-1.8	3%	0.4
Cc1onc(-c2ccccc2)c1C(=O)OCc1nnc(-c2ccc([N+](=O)[O-])cc2)o1	6%	-1%	-1%	11%	-2	-3.9	2%	0.8
COc1ccc(-c2[nH]c(-c3ccc(C)cc3)nc2SCC(=O)Nc2nccs2)cc1	-6%	3%	-32%	6%	4	0.3	-6%	-4.1
COc1cccc(N2CCN(Cc3nc4ccccc4c(=O)[nH]3)CC2)c1	-10%	5%	-26%	8%	4	-0.1	-7%	-0.8
Cc1ccccc1NS(=O)(=O)c1ccc(NS(=O)(=O)c2cccs2)cc1	6%	-5%	8%	2%	5	-0.4	1%	-1.8
Cc1cc(NC(=O)NC(C(F)(F)F)C(F)(F)F)no1	2%	-7%	-8%	-2%	2	0.0	-4%	0.3
CCn1c(SCC(=O)N2CCC(C)CC2)nc2c1c(=O)n(C)c(=O)n2C	-1%	8%	-1%	8%	2	-1.8	-7%	2.8
CC(=O)c1ccc(NC(=S)NNC(=O)c2ccccc2[N+](=O)[O-])cc1	14%	12%	-2%	3%	-17	0.3	u	-3.4
Cc1cccc(NC(=O)c2cc3cc([N+](=O)[O-])ccc3s2)n1	-28%	10%	0%	3%	7	0.0	-4%	0.9
Cc1cccc2[nH]c3c(=O)n(CCN4CCNCC4)cnc3c12	-12%	14%	-27%	6%	4	-0.1	-8%	-3.0
COc1ccc(CNS(=O)(=O)c2ccc(-c3ccc(=O)[nH]n3)s2)cc1OC	-6%	2%	-8%	12%	1	-2.3	-9%	0.5
CCN1CCN(Cc2ccc(NC(=O)c3ccc(C)c(NC(=O)c4nccnc4N)c3)cc2C(F)(F)F)CC1	-13%	4%	5%	-2%	5	-0.7	5%	0.4
O=C(CCCn1c(=S)[nH]c2ccccc2c1=O)N1CCOCC1	-9%	0%	3%	7%	x	-0.4	0%	-3.4
COc1ccc(/C=C/C(=O)C(C(N)=O)=C2SCCS2)cc1	-6%	-3%	5%	-5%	-4	-0.4	-5%	-1.5
Oc1ccccc1-c1cc(C(F)(F)C(F)F)[nH]n1	1%	2%	-1%[57.1 µM]	-3%	x	-2.6	-4%	0.0
CCCCCn1ccc(=N)cc1	-14%	12%	0%	-2%	-1	-0.3	-8%	-4.0
Cc1ccc[n+](CC(=O)Nc2ccc(C)c(C)c2)c1	6%	4%	6%	2%	-2	-0.5	4%	-0.8
CC1CCN(CC(O)COc2ccc(OCC(O)CN3CCC(C)CC3)cc2)CC1 (stereo unspecified)	-4%	-4%	6%	-7%	-2	1.4	1%	-2.7
COc1ccc(OC)c(/C=N/NC(=O)C(=O)N/N=C/c2cc(OC)ccc2OC)c1	-19%	-5%	-1%	-6%	-7	-0.2	-10%	1.8
CC(=O)c1cccc(NC(=O)C2C(c3ccccc3)C2(Cl)Cl)c1 (stereo unspecified)	6%	9%	2%	14%	2	-3.4	-2%	2.7
CCOc1ccccc1C(=O)N[C@H](C(=O)Nc1ccc(OC)c(S(=O)(=O)N2CCOCC2)c1)C(C)C	-22%	-5%	-4%	-6%	1	0.6	-1%	1.1
Cn1c(=O)c2c(-c3ccc(C(C)(C)C)cc3)n(N3CCOCC3)cc2n(C)c1=O	-1%	-6%	-2%	4%	2	-0.1	-3%	1.0
COc1ccc(C(C(=O)NCc2ccccc2)n2c(=O)c(-c3ccco3)nc3ccccc32)cc1 (stereo unspecified)	-22%	16%	-6%	8%	u	-0.3	-18%	x
Cc1c(C=O)c2ccccn2c1C(=O)c1cccs1	-20%	12%	7%	0%	0	1.3	-7%	-1.4
Cc1ccc(-n2nc3cc(C)c(NC(=O)c4cccnc4)cc3n2)cc1	10%	-5%	8%	-4%	4	-0.6	1%	0.6
COc1ccc(NC(=O)COC(=O)C23CC4CC(CC(Cl)(C4)C2)C3)c(OC)c1	-3%	11%	0%	11%	13	0.5	-7%	-3.0
CCOc1ccc(NC(=O)c2[nH]c(C)c(C(C)=O)c2C)cc1	-6%	-1%	-8%	-6%	4	-0.1	1%	-0.9
CCN(CCNC(=O)CCCn1nc(C)n2c(cc3sccc32)c1=O)c1ccccc1	7%	1%	2%	-5%	0	-1.3	2%	-0.5
O=C(CN1CCN(CC(=O)Nc2ccccc2F)CC1)Nc1cccc(F)c1	9%	7%	0%	-2%	4	0.5	-2%	-2.1
COc1ccc(S(=O)(=O)N2CCCCC2)cc1NC(=O)c1cccnc1SC	-6%	17%	-4%	4%	0	-3.5	-2%	-1.5
Cc1cccc(NC(=O)c2ccc(-n3cccn3)c([N+](=O)[O-])c2)c1	19%	-6%	-4%	13%	-9	2.3	-14%	1.7
O=C(Nc1ccc2c(c1)OCCO2)c1ccco1	5%	0%	2%	0%	x	-1.2	-6%	-3.6
CC(C)C(=O)Nc1ccc(Cl)cc1-c1nc2ccccc2[nH]c1=O	-10%	-4%	14%	-7%	-1	-1.0	-11%	0.6
O=C(COC(=O)COc1ccccc1)NCCC1=CCCCC1	1%	10%	3%	11%	1	-0.7	-6%	-1.5
C=C1c2ccccc2S(=O)(=O)N(Cc2ccccc2)C1COCc1ccccc1 (stereo unspecified)	-20%	7%	-3%	-10%	-5	-0.2	-12%	1.6

10 compounds out of the list, sorted by SMILES length, smallest number first:
SMILES	EPAC1 antag	EPAC2 ag	WRN helicase inh	EPAC1 agonist	PI5P4Ka inh	IL2 activator	PLK1 PBD inh	CCT chaperon mod
Oc1ccccc1-c1cc(C(F)(F)C(F)F)[nH]n1	1%	2%	-1%[57.1 µM]	-3%	x	-2.6	-4%	0.0
Cc1cc(NC(=O)NC(C(F)(F)F)C(F)(F)F)no1	2%	-7%	-8%	-2%	2	0.0	-4%	0.3
CN(C)c1cc[n+](CC(=O)N2CCCc3ccccc32)cc1	-9%	9%	-3%	2%	3	-2.1	-11%	0.1
Cc1cccc2[nH]c3c(=O)n(CCN4CCNCC4)cnc3c12	-12%	14%	-27%	6%	4	-0.1	-8%	-3.0
CC(C)C(=O)Nc1ccc(Cl)cc1-c1nc2ccccc2[nH]c1=O	-10%	-4%	14%	-7%	-1	-1.0	-11%	0.6
Cc1ccc(-n2nc3cc(C)c(NC(=O)c4cccnc4)cc3n2)cc1	10%	-5%	8%	-4%	4	-0.6	1%	0.6
CCn1c(SCC(=O)N2CCC(C)CC2)nc2c1c(=O)n(C)c(=O)n2C	-1%	8%	-1%	8%	2	-1.8	-7%	2.8
CCN(CCNC(=O)CCCn1nc(C)n2c(cc3sccc32)c1=O)c1ccccc1	7%	1%	2%	-5%	0	-1.3	2%	-0.5
COc1ccc(OC)c(/C=N/NC(=O)C(=O)N/N=C/c2cc(OC)ccc2OC)c1	-19%	-5%	-1%	-6%	-7	-0.2	-10%	1.8
COc1ccc(NC(=O)COC(=O)C23CC4CC(CC(Cl)(C4)C2)C3)c(OC)c1	-3%	11%	0%	11%	13	0.5	-7%	-3.0

Further compounds follow.
SMILES	EPAC1 antag	EPAC2 ag	WRN helicase inh	EPAC1 agonist	PI5P4Ka inh	IL2 activator	PLK1 PBD inh	CCT chaperon mod
COc1ccc(S(=O)(=O)N2CCC(C(=O)NCCC(=O)Nc3cccc(Cl)c3)CC2)cc1	1%	-7%	3%	4%	u	-3.7	6.7µM*	-0.4
N#Cc1ccc(CSCC(=O)O)cc1	0%	14%	0%	4%	x	-2.2	-7%	-0.5
Clc1ccc(/C=N/Nc2ncnc3ccccc23)cc1Cl	u	-4%	-28%	-2%	-1	0.0	-7%	2.7
O=C(COC(=O)/C=C/c1c(F)cccc1Cl)NCC1CCCO1 (stereo unspecified)	-8%	6%	8%	12%	4	0.6	-11%	-1.3
COc1ccccc1N1CCN(C(=O)C2CCCCN2S(=O)(=O)c2ccc(C)cc2)CC1 (stereo unspecified)	5%	25%	0%	5%	-6	-2.7	u	-1.6
CCOC(=O)CCc1c(C)c2ccc(OCc3ccc([N+](=O)[O-])cc3)cc2oc1=O	18%	2%	-5%	-11%	3	-0.6	-4%	0.5
FC(F)(F)c1cnc(N2CCCN(C(=S)Nc3ccccc3)CC2)c(Cl)c1	-12%	9%	-12%	-2%	22	-4.0	3%	2.4
CCn1c(CSCc2ccc(C)cc2)n[nH]c1=S	-8%	3%	-3%	11%	-4	0.0	-5%	-0.4
O=C(Cc1ccccc1)N1CCC(O)(c2cccnc2)CC1	-12%	4%	-4%	10%	2	-0.6	0%	-27
C=C1SC(=Nc2ccccc2Cl)N(C(=O)c2sc3ccccc3c2Cl)C1(C)C	3%	14%	1%	12%	3	0.1	-9%	-1.8
COc1cc(/C=C(/NC(=O)c2ccccc2)C(=O)N2CCN(C)CC2)c([N+](=O)[O-])cc1OC	-3%	3%	6%	1%	0	0.5	-5%	-3.3

Screening data from PubChem BioAssay.
